Spn PMK inh: S. pneumoniae PMK inhibition | 65,000 compounds, 0.49% hits | AID 539 | inhibition, % at 10 µM | purified PMK, PK/LDH-coupled NADH absorbance 340 nm;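 active = top-ranked compounds by inhibition in the single 10 µM screen, taking a fixed number of the strongest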;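 note: 0% = full reaction with DMSO carrier and 100% = background rate without enzyme reaction; no value below 0 was filed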
LYP phosphatase: inhibition of human PTPN22 tyrosine phosphatase – biochemical, DiFMUP fluorescence, recombinant catalytic domain, 10 µM, primary screen (AID 606). recombinant LYP catalytic domain, DiFMUP fluorescence; higher % means a stronger effect. inhibition, % at 10 µM, or IC50 in µM where a hit was titrated. 52,000 tested, under 10 active;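 active = IC50 under 40 µM in the dose-response test; inactive = IC50 of 40 µM or more, or never dose-tested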
Spn DPM-DC inh: blocks S. pneumoniae diphosphomevalonate decarboxylase; AID 556; calls only at 10 µM; 65,000 compounds, 0.49% hits; purified DPM-DC, PK/LDH coupled NADH fluorescence;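 active = the 320 compounds with the highest percent inhibition in the single-dose primary screen, excluding strongly autofluorescent ones, cut at about 32% in these data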;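 note: kinetic rate of NADH fluorescence loss reporting ADP formed by the decarboxylase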
Alkaline phosphatase: inhibition of tissue-nonspecific alkaline phosphatase – biochemical, luminescent (AID 518) | purified TNAP enzyme, luminescent substrate readout; higher % means a stronger effect | one-dose inhibition, % at 20 µM; IC50 in µM for titrated hits | 64,000 compounds, 0.09% hits; in the data active = a potency from the dose series; inactive = the rest, 99 in 100 with inhibition below about 22%;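 note: plate controls were vehicle for no effect and reference inhibitor for full effect; many of its hits are not listed in these tables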
HT1080 cytotoxicity: HT1080 cell viability loss – fluorescence readout (AID 620); 87,000 compounds, 0.42% hits; cytotoxicity, % at 10 µM; hits with a dose series show EC50 in µM; HT1080 viability, fluorescence; higher % means a stronger effect;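 note: cells exposed to compound overnight then 4 h with Alamar Blue; 0% = vehicle DMSO and 100% = killing control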
HPDE-C7 viability: cytotoxicity in HPDE-C7 cells, cell-based, fluorescence, HTS (AID 430); 63,000 compounds, 1.8% hits; cytotoxicity, % at 10 µM, or EC50 in µM where a hit was titrated; HPDE-C7 pancreatic duct cells viability, fluorescence; higher % means a stronger effect;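 note: cells exposed to compound for 48 hours before viability readout; 0% = vehicle and 100% = reference cytotoxic drug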
Spn MK inh: blocks S. pneumoniae mevalonate kinase | purified MK, PK/LDH-coupled NADH absorbance 340 nm | inhibition, % at 10 µM | 65,000 compounds, 0.48% hits;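 active = ranked among the strongest by inhibition in the single 10 µM screen, a fixed top-ranked set picked for dose follow-up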; note: no value below 0 was filed
HPDE-C7K KRASV12: viability loss of HPDE-C7K cells – cell-based, fluorescence, HTS, primary screen (AID 431); 63,000 compounds, 1.7% hits; cytotoxicity, % at 10 µM, or EC50 in µM where a hit was titrated; HPDE-C7K KRASV12 cells, Alamar Blue viability, 48 h; higher % means a stronger effect;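 active = compounds whose percent cytotoxicity in the single-dose primary screen, scaled between solvent and toxic-drug controls, exceeds 50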;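 note: 0% = DMSO solvent wells and 100% = doxorubicin-treated wells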
Bfl-1 displacement: displacement of Bid BH3 peptide from Bfl-1 – biochemical, fluorescence polarization, FITC-Bid, mouse, primary screen (AID 432); FITC-Bid BH3 peptide fluorescence polarization displacement; higher % means a stronger effect; 64,000 compounds, 0.02% hits; displacement, % at 20 µM; hits with a dose series show IC50 in µM; in the data active = a potency from the dose series; inactive = the rest, 99 in 100 with displacement below about 15%; note: strong numbers were not always called active
Spn PMK inh pilot replicates: also measured in Spn PMK inh; calls as there; inhibition, %; measured here: pilot screen replicates
Spn MK inh pilot replicates: further read-out of Spn MK inh, marked with its call; inhibition, %; measured here: pilot screen replicates
Spn DPM-DC inh pilot screen %: recorded beside Spn DPM-DC inh, whose call it bears; inhibition, %; measured here: pilot screen trials
Numbers without * were called inactive; i = inactive; . = no result given. Cut-off read from the data, not from the text of the source, unless noted: active = cytotoxicity above about 50%; inactive = the rest.

A first look:
SMILES	Spn PMK inh	LYP phosphatase	Spn DPM-DC inh	Alkaline phosphatase	HT1080 cytotoxicity	HPDE-C7 viability	Spn MK inh	HPDE-C7K KRASV12	Bfl-1 displacement	others
Clc1ccc(OCc2nnc(-c3ccccc3Br)o2)cc1	15.0	.	i	6.6%	-3.3%	4.0%	6.0	4.9%	0.5%
O=C(CCN1C(=O)COc2ccccc21)NCCCN1CCN(c2ccccc2F)CC1	22.0	3.4%	i	10.2%	7.8%	2.7%	0.0	-5.9%	-1.3%	Spn PMK inh pilot replicates=4.5;Spn MK inh pilot replicates=0.5;Spn DPM-DC inh pilot screen %=3.5
CCOC(=O)N1CCN(C(=O)c2ccc(C#CC3(O)CCCCC3)cc2)CC1	0.0	5.8%	i	9.0%	0.9%	-1.0%	4.0	-3.6%	-1.7%
COc1cc(NC(=O)c2cccs2)c(OC)cc1NC(=O)c1ccco1	9.0	-1.0%	i	11.8%	-20.6%	.	7.0	.	5.9%
C=CCc1c(C)nc(SCC(=C)C)[nH]c1=O	0.0	13.7%	i	13.5%	.	-8.8%	12.0	-7.9%	-4.5%

The list itself, from the start:
SMILES	Spn PMK inh	LYP phosphatase	Spn DPM-DC inh	Alkaline phosphatase	HT1080 cytotoxicity	HPDE-C7 viability	Spn MK inh	HPDE-C7K KRASV12	Bfl-1 displacement	others
Clc1ccc(OCc2nnc(-c3ccccc3Br)o2)cc1	15.0	.	i	6.6%	-3.3%	4.0%	6.0	4.9%	0.5%
O=C(CCN1C(=O)COc2ccccc21)NCCCN1CCN(c2ccccc2F)CC1	22.0	3.4%	i	10.2%	7.8%	2.7%	0.0	-5.9%	-1.3%	Spn PMK inh pilot replicates=4.5;Spn MK inh pilot replicates=0.5;Spn DPM-DC inh pilot screen %=3.5
CCOC(=O)N1CCN(C(=O)c2ccc(C#CC3(O)CCCCC3)cc2)CC1	0.0	5.8%	i	9.0%	0.9%	-1.0%	4.0	-3.6%	-1.7%
COc1cc(NC(=O)c2cccs2)c(OC)cc1NC(=O)c1ccco1	9.0	-1.0%	i	11.8%	-20.6%	.	7.0	.	5.9%
C=CCc1c(C)nc(SCC(=C)C)[nH]c1=O	0.0	13.7%	i	13.5%	.	-8.8%	12.0	-7.9%	-4.5%
CSCCC(NC(=O)c1ccco1)C(=O)OC(C)C(=O)NC(=O)NC1CCCCC1 (configuration not stated)	8.0	-7.3%	i	-1.0%	-2.9%	-9.2%	6.0	-4.2%	-1.4%	Spn PMK inh pilot replicates=0.0;Spn MK inh pilot replicates=0.0;Spn DPM-DC inh pilot screen %=1.0
COC(=O)c1[nH]c2ccc(C)cc2c1NC(=O)CN1CCN(c2ccccc2)CC1	17.0	10.1%	i	5.3%	-6.8%	1.1%	10.0	6.4%	-3.3%
COc1ccc(Cl)cc1N(CC(=O)Nc1ccccc1C(=O)NCc1ccco1)S(C)(=O)=O	16.0	9.2%	i	4.9%	4.2%	4.9%	5.0	-0.9%	-1.5%
COc1cccc(-c2nc(CS(=O)CC(=O)NCc3ccccc3Cl)c(C)o2)c1 (configuration not stated)	0.0	0.6%	i	7.4%	-3.7%	-13.4%	7.0	-4.1%	1.2%
Clc1ccc(Cc2nn3c(Cn4nnc5ccccc54)nnc3s2)cc1	0.0	.	i	2.5%	-8.6%	5.1%	4.0	-1.5%	3.0%
CCCCc1nnc(NC(=O)C=C(C)C)s1	3.0	4.5%	i	9.2%	12.3%	.	5.0	.	-5.2%
CCOc1ccc(C2C=C(c3ccccc3)Nc3nnnn32)cc1 (configuration not stated)	9.0	11.7%	i	7.9%	2.4%	4.8%	19.0	-9.6%	-6.8%
O=C(NCC1COc2ccccc2O1)C1C2C=CC3(CN(Cc4ccccc4Cl)C(=O)C13)O2 (configuration not stated)	0.0	4.3%	i	1.8%	-7.6%	11.1%	10.0	1.7%	0.2%
CS(=O)(=O)NCCC1=CCCCC1	7.0	3.0%	i	6.6%	2.5%	1.8%	10.0	-7.5%	3.4%
CCOc1ccccc1OCCCC(=O)NC1=NCCS1	18.0	3.8%	i	9.4%	-4.6%	8.3%	0.0	-2.0%	0.7%
Cc1nn(C)c(C)c1S(=O)(=O)N1CCC(C(=O)NC2CCCCC2)CC1	4.0	.	i	5.0%	3.5%	-12.0%	1.0	-9.3%	-4.6%
CCOC(=O)C1CCCN(C(=O)CN2C(=O)c3ccccc3C2=O)C1 (configuration not stated)	0.0	5.0%	i	4.7%	-5.5%	-13.5%	0.0	-20.7%	-3.2%
CCOC(=O)N1CCC(NC(=O)c2cccn3c(=O)c4cc(Br)ccc4nc23)CC1	18.0	7.0%	i	9.3%	3.4%	-5.8%	4.0	-11.3%	4.6%
CC(C)CCn1c(N2CCOCC2)nc2c1c(=O)n(CC(N)=O)c(=O)n2C	9.0	6.5%	i	8.7%	-4.2%	-9.8%	5.0	7.1%	-11.0%
COC(=O)c1cc2ccsc2n1CC(=O)N1CCCc2ccccc21	14.0	-3.0%	i	5.0%	2.1%	11.8%	8.0	16.4%	5.7%
Cc1cc2cc(CCNC(=O)c3ccc(Br)o3)c(=O)[nH]c2cc1C	20.0	13.9%	i	10.2%	2.2%	20.4%	0.0	24.3%	-0.9%
c1ccc(-n2nnnc2-n2ccnc2)cc1	0.0	13.5%	i	9.6%	-5.2%	3.5%	0.0	3.0%	-1.9%
CC(=O)NCC(=O)OCC(=O)c1ccc(C)cc1	2.0	12.4%	i	2.7%	-3.1%	-13.4%	6.0	-10.8%	-2.8%
CCOc1cc(CNC(=O)CN2C(=O)c3ccccc3S2(=O)=O)ccc1OC	0.0	3.6%	i	-3.0%	2.7%	-14.2%	3.0	0.6%	-6.8%
CC(O)Cc1nsc(NC(=O)c2ccc(Br)o2)n1 (configuration not stated)	2.0	9.9%	i	6.4%	7.9%	-7.7%	0.0	-11.4%	-4.3%
SMILES	Spn PMK inh	LYP phosphatase	Spn DPM-DC inh	Alkaline phosphatase	HT1080 cytotoxicity	HPDE-C7 viability	Spn MK inh	HPDE-C7K KRASV12	Bfl-1 displacement	others
O=C(CN(Cc1ccco1)C(=O)CNS(=O)(=O)c1ccccc1)NC1CCCCC1	22.0	-2.3%	i	4.4%	-2.7%	-2.5%	0.0	-2.9%	5.6%
FC(F)(F)C1CC(c2cccs2)Nc2ncnn21 (configuration not stated)	0.0	15.3%	i	7.0%	-7.3%	-6.6%	8.0	-18.9%	-0.8%
CS(=O)(=O)N(CC(N)=O)c1ccc2c(c1)OCO2	0.0	.	i	-1.6%	2.4%	-4.9%	5.0	-12.5%	4.3%
COCCOC(=O)C(C#N)c1nc2ccccc2nc1N1CCCC1 (configuration not stated)	9.0	.	i	14.2%	-13.7%	-0.3%	7.0	-1.3%	5.6%
CCC(C(=O)NC1CCCC1)N(Cc1ccco1)C(=O)Cn1nnc(-c2ccc(C)cc2)n1 (configuration not stated)	13.0	3.5%	i	18.7%	0.9%	-8.9%	7.0	3.5%	5.4%	Spn PMK inh pilot replicates=0.0;Spn MK inh pilot replicates=0.0;Spn DPM-DC inh pilot screen %=0.0
CC(=O)Nc1cccc(NC(=O)CSc2nnnn2C(C)C)c1	8.0	4.0%	i	14.1%	2.1%	-8.7%	7.0	13.7%	9.5%	Spn PMK inh pilot replicates=1.0;Spn MK inh pilot replicates=1.5;Spn DPM-DC inh pilot screen %=2.5
Cc1cc(Nc2c(C)cccc2C)n2nc(C)nc2n1	11.0	-0.2%	i	3.2%	-6.2%	1.5%	12.0	-7.6%	-2.1%
Cc1ccc2c(c1)CCCN2C(=O)c1ccoc1C	0.0	-15.1%	i	7.6%	-0.1%	5.1%	8.0	8.6%	-6.3%
Cc1cc(C)cc(NC(=O)C2CCN(c3nccs3)CC2)c1	0.0	.	i	10.8%	-2.4%	-1.3%	2.0	2.6%	2.1%
CN(C)S(=O)(=O)c1cc(S(=O)(=O)N(C)C)c(Cl)cc1N	0.0	7.2%	i	7.8%	0.9%	-4.3%	4.0	-2.9%	-1.9%
CCCCC(=O)Nc1ccc(NC(=O)c2cccnc2)cn1	14.0	.	i	4.3%	-4.2%	6.9%	0.0	0.1%	0.4%
COC(=O)C1CCN(c2cc(=O)n(-c3ccccc3Cl)c(=O)[nH]2)CC1	10.0	-2.3%	i	0.2%	30.2%	0.9%	13.0	-2.6%	1.9%
CCC1(C(=O)O)NC(c2cc(OC)ccc2O)C2C(=O)N(Cc3ccccc3)C(=O)C21 (configuration not stated)	5.0	-0.3%	i	3.6%	-1.9%	7.1%	9.0	0.3%	-4.7%
COc1ccc(N2C(=O)CC(n3c(CCCCO)nc4ccccc43)C2=O)cc1 (configuration not stated)	10.0	11.8%	i	5.7%	6.7%	-10.6%	0.0	3.3%	-9.6%
CCOC(=O)N1CCC(NC(=O)CCc2c(C)nc3ncnn3c2C)CC1	11.0	0.5%	i	3.4%	9.5%	-1.6%	5.0	1.8%	-5.6%
Cc1cccc(C)c1NC(=O)CCCSc1nnc(-c2ccco2)o1	16.0	7.8%	i	3.4%	-1.4%	0.0%	0.0	3.2%	0.3%
CN(C)CCNC(=O)c1cc2cc(Br)ccc2oc1=O	11.0	.	i	-10.4%	7.5%	3.9%	6.0	-5.3%	-3.1%
CCOC(=O)c1ccc(NS(=O)(=O)c2cc(-c3nnnn3C(C)C)ccc2OC)cc1	12.0	.	i	6.8%	15.2%	-13.9%	9.0	2.3%	0.8%
Cc1ccccc1CS(=O)(=O)Cc1ccc(C(=O)NCCCN2CCCC2=O)o1	23.0	.	i	4.7%	24.0%	-4.0%	0.0	-10.2%	-8.4%
Cc1cc(C)cc(OCC(O)CN2C(=O)NC(C)(C)C2=O)c1 (configuration not stated)	9.0	7.5%	i	3.3%	-8.7%	0.1%	9.0	7.0%	-8.4%
O=C1CC(N2CCN(C/C=C/c3ccccc3)CC2)C(=O)N1CCc1ccccc1 (configuration not stated)	13.0	-21.1%	i	6.9%	2.4%	.	1.0	.	-1.8%
CC(=O)N1CCCc2cc(S(=O)(=O)N(CC(C)C)CC(C)C)ccc21	10.0	.	i	12.9%	-25.7%	-8.4%	34.0	-7.9%	-1.8%
CCOC(=O)CCCNC(=O)CCNC(=O)c1ccc(OCC)cc1	1.0	.	i	2.8%	3.4%	2.6%	3.0	6.9%	-4.4%
N#Cc1c(N)nc2c(c1-c1cccnc1)CCCCC2	5.0	9.0%	i	5.4%	5.3%	1.2%	10.0	-8.0%	0.7%
O=C(C1COc2ccccc2O1)N1CCN(Cc2ccc3c(c2)OCO3)CC1 (configuration not stated)	0.0	11.8%	i	2.0%	14.9%	-10.8%	6.0	-15.6%	-10.4%
O=C(O)C1CC(=O)N(c2ccc(F)cc2)C1 (configuration not stated)	7.0	0.0%	i	10.5%	-1.6%	-16.5%	8.0	-16.2%	-3.8%
COc1ccc2nc(NC(=O)C3CCCN3S(=O)(=O)c3ccc(C)cc3)sc2c1 (configuration not stated)	16.0	-7.9%	i	9.0%	4.5%	16.5%	8.0	22.6%	-2.7%
COC(=O)c1sc(S(=O)(=O)N2CCC(C)CC2)c(C(=O)OC)c1C	7.0	0.2%	i	1.7%	-1.8%	7.4%	0.0	3.4%	0.2%
CCCOc1ccc2c3c(c(=O)oc2c1OCCC)CCC3	0.0	-9.3%	.	12.4%	-10.1%	-1.4%	0.0	-1.7%	2.2%

Screening data deposited in PubChem by several laboratories.
